Compound activity (PubChem BioAssay)
GLD-1 RNA inh: GLD-1-TGE RNA interaction inhibition (C. elegans). Q17339. purified GLD-1 + fluorescein TGE RNA, fluorescence polarization. inhibition, % at 5.96 µM. hit rate 0.44% among 320,000;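 active = percent inhibition above a per-plate cutoff, the plate mean of test compounds plus 3 SD, cut at about 30% in these data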;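 note: 0% = DMSO wells with GLD-1 and probe and 100% = wells lacking GLD-1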
AGP1-GFP MLPCN: modulators of TOR pathway AGP1-GFP in S. cerevisiae; AID 2066; hit rate 0.02% among 320,000; GFP response vs DMSO, % at 10 µM; S. cerevisiae AGP1-GFP multiplex flow cytometry, 3 h; GFP as percent of DMSO wells;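 active = GFP response relative to DMSO above a set limit, near screen average plus 3 SD, cut at about 150% in these data; inconclusive = fewer than 70 cells counted for the yeast strain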;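 note: median GFP channel fluorescence of the gated AGP1 strain per well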
Fam108B inh: blocks mouse Fam108B hydrolase in RBBP9 counter-screen; recombinant Fam108B, FP-Rh probe fluorescence polarization; inhibition, % at 9.51 µM; hit rate 0.33% among 300,000; AID 1947;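 active = inhibition above the screen mean inhibition plus 3 SD, computed separately per campaign, cut at about 18% in these data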;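 note: inhibitors lower polarization as less probe binds the enzyme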
VLA-4 inh: inhibition in a human VLA-4 binding assay | P13612 | VLA-4 expressing cells, ligand binding flow cytometry | inhibition, % (about 7 µM as worked out from the volumes in the protocol) | hit rate 0.2% among 330,000 | AID 2557; in the data active = inhibition above about 50%
BCLXL inh: Bcl-xL (human) inhibition. inhibition, % at 10.9 µM. GST-Bcl-xL / FITC-Bim BH3 peptide fluorescence polarization. Q07817. hit rate 0.7% among 320,000;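 active = inhibition above the mean of all tested compounds plus 3 SD, cutoff set per campaign, cut at about 30% in these data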;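 note: 0% = DMSO wells and 100% = unlabeled Bim-BH3 peptide competitor; inhibitors lower millipolarization by displacing the labeled peptide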
Target sequence (Q07817 whole entry, looked up): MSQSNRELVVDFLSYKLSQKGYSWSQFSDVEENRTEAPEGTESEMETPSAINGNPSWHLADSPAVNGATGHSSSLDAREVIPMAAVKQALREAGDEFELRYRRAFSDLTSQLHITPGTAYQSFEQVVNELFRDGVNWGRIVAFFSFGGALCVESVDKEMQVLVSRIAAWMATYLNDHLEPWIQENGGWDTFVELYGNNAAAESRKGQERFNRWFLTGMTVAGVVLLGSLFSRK
GRK2 inh: blocks RNA aptamer binding to human GRK2; AID 488847; P25098; bead flow cytometry, FAM-aptamer displacement from GRK2; hit rate 0.59% among 330,000; inhibition of aptamer binding, % at 10 µM;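 active = inhibition of aptamer binding above 40%, roughly 3 SD of noise, on plates passing a quality check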;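 note: median bead fluorescence of bound FAM aptamer so fluorescent compounds give negative values; no value below 0 was filed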
MCL1 BIM primary: disrupts human MCL1 binding to BIM-BH3 peptide. hit rate 0.68% among 320,000. GST-MCL1 / FITC-Bim-BH3 fluorescence polarization. inhibition, % at 10.9 µM;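 active = inhibition above the mean inhibition of all tested compounds plus 3 SD, set per campaign, cut at about 40% in these data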;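 note: 0% = DMSO wells and 100% = unlabeled Bim-BH3 peptide control; higher means more loss of mP so more displacement of Bim peptide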
Target sequence (Q07820 whole entry, looked up): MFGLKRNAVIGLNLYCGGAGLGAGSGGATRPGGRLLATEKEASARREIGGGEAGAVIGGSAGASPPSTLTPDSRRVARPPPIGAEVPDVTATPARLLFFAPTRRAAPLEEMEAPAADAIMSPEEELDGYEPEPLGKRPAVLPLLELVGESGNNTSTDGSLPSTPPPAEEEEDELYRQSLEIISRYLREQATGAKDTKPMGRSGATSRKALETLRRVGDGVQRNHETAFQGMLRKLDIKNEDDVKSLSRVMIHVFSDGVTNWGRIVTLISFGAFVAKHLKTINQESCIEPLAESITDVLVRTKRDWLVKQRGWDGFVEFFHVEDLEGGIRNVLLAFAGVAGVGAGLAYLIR
CIT2 TOR yeast: modulators of TOR pathway CIT2-GFP in S. cerevisiae | S. cerevisiae CIT2-GFP strain, flow cytometry, 3 h; 100 means same as DMSO wells | GFP response vs DMSO, % at 10 µM | hit rate 0.065% among 320,000;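 active = GFP response relative to DMSO above a set limit, near the screen mean plus 3 SD, cut at about 150% in these data; inconclusive = Fewer than 70 cells measured for a yeast strain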;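 note: ratio of well median GFP fluorescence to mean of DMSO wells on the plate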
MEX-5 binding: C. elegans MEX-5 TCR-2 RNA binding activity. hit rate 0.38% among 300,000. MEX-5/FITC-TCR2 RNA binding, fluorescence polarization; active compounds read low. Q9XUB2. activity score (negative = inhibition of binding), % at 10 µM. AID 1832;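 active = inhibition past about -25% in most replicates, and total fluorescence under double the plate's negative control median, limit read from the data; inconclusive = replicates evenly split on the limit, or fluorescence at least double controls; inactive = too little inhibition in most replicates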;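 note: 0% = DMSO and -100% = 5 µM competing unlabeled TCR2 RNA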
Target sequence (Q9XUB2 whole entry, looked up): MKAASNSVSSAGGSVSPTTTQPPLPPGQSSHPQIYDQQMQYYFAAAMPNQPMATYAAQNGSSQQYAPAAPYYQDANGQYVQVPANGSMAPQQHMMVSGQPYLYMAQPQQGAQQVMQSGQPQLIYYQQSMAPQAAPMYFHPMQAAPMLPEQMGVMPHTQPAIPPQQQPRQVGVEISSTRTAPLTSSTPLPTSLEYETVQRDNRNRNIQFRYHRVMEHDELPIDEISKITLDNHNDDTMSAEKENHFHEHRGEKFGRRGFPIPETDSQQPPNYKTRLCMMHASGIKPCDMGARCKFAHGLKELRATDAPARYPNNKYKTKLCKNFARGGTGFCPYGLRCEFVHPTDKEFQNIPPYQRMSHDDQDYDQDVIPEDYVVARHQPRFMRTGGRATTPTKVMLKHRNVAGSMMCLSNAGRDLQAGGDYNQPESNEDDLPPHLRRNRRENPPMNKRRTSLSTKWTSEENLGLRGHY
An asterisk follows results filed as active; [ ] = dose if it differs, or a comment.

Screening O=C(NCCN1CCCCCC1)C1CCCN1S(=O)(=O)c1cccc2nsnc12 (stereo unspecified) returned GLD-1 RNA inh 0, AGP1-GFP MLPCN 102, Fam108B inh 2, VLA-4 inh 15, BCLXL inh -1, GRK2 inh 0, MCL1 BIM primary 3, CIT2 TOR yeast 100 and MEX-5 binding 0.3.
For CN(C)c1c(F)cc(C(=O)NCc2ccccc2)cc1F the results were GLD-1 RNA inh 1, AGP1-GFP MLPCN 99, Fam108B inh 4, VLA-4 inh 21, BCLXL inh 2, GRK2 inh 0, MCL1 BIM primary 2, CIT2 TOR yeast 91 and MEX-5 binding 0.1.
Screening CC(C)(C)C1CCC(C(=O)NCC(c2cccs2)N2CCOCC2)CC1 (stereo unspecified) returned GLD-1 RNA inh 3, AGP1-GFP MLPCN 104, Fam108B inh 2, VLA-4 inh -2, BCLXL inh 5, GRK2 inh 0, MCL1 BIM primary 1, CIT2 TOR yeast 107 and MEX-5 binding 1.2.
COCCN(CC(=O)Nc1cccc(C)c1C)C(=O)Cc1ccsc1 was read as GLD-1 RNA inh 0, AGP1-GFP MLPCN 101, VLA-4 inh 4, GRK2 inh 0 and CIT2 TOR yeast 106.
Screening Cc1cc(C)c2c(=O)[nH]n(C3CC(C)N(C)CC3C)c2n1 (stereo unspecified) returned GLD-1 RNA inh 1, AGP1-GFP MLPCN 106, Fam108B inh -2, VLA-4 inh -8, BCLXL inh 5, GRK2 inh 1, MCL1 BIM primary 8, CIT2 TOR yeast 98 and MEX-5 binding 2.0.
Screening CCN(CC)C(=O)CSc1nnc([C@@H](NC(=O)OC(C)(C)C)C(C)C)o1 returned GLD-1 RNA inh -5, AGP1-GFP MLPCN 93, Fam108B inh 2, VLA-4 inh 1, BCLXL inh 7, GRK2 inh 0, MCL1 BIM primary 8, CIT2 TOR yeast 95 and MEX-5 binding 1.2.
For C[N+]12CCCCC1[C@@H](CO)CCC2 (stereo partly specified) the results were GLD-1 RNA inh 0, AGP1-GFP MLPCN 103, Fam108B inh -1, VLA-4 inh 3, BCLXL inh -16, GRK2 inh 1, MCL1 BIM primary -21, CIT2 TOR yeast 101 and MEX-5 binding 2.4.
`CCC(=O)N1C(=O)C2(Nc3ccccc3N2)c2ccccc21` gave GLD-1 RNA inh -6, AGP1-GFP MLPCN 110, Fam108B inh 4, VLA-4 inh 1, BCLXL inh 8, GRK2 inh 1, MCL1 BIM primary 4, CIT2 TOR yeast 109 and MEX-5 binding 0.9.
CC(C)(C)Nc1nc(Cl)nc(NC2CCCCC2)n1 was read as GLD-1 RNA inh 1, AGP1-GFP MLPCN inconclusive, Fam108B inh 7, VLA-4 inh 6, BCLXL inh 10, GRK2 inh 0, MCL1 BIM primary 4, CIT2 TOR yeast inconclusive and MEX-5 binding -0.6.
`CC1CCN(C(=O)CSc2nc(C3CC3)nc3ccccc23)CC1` gave GLD-1 RNA inh -1, AGP1-GFP MLPCN 102, Fam108B inh 0, VLA-4 inh -2, BCLXL inh 4, GRK2 inh 0, MCL1 BIM primary 13, CIT2 TOR yeast 100 and MEX-5 binding -0.3.
`Cc1nnc(Sc2c(N)n(C)c(=O)[nH]c2=O)s1` gave GLD-1 RNA inh -1, AGP1-GFP MLPCN 106, Fam108B inh -2, VLA-4 inh 5, BCLXL inh 11, GRK2 inh 0, MCL1 BIM primary 4, CIT2 TOR yeast 101 and MEX-5 binding -1.0.
Screening COc1cc(/C=C/C(=O)NCc2nc3ccccc3[nH]2)cc(OC)c1OC returned GLD-1 RNA inh 6, AGP1-GFP MLPCN 99, Fam108B inh 1, VLA-4 inh 1, BCLXL inh 1, GRK2 inh 0, MCL1 BIM primary 2, CIT2 TOR yeast 105 and MEX-5 binding 0.9.
Nc1nc2c(s1)C(=O)CC(c1ccccc1)C2 (stereo unspecified) was read as GLD-1 RNA inh -1, AGP1-GFP MLPCN 115, Fam108B inh 2, VLA-4 inh -5, BCLXL inh 10, GRK2 inh 2, MCL1 BIM primary 12, CIT2 TOR yeast 122 and MEX-5 binding -0.7.
Screening CCOC(=O)Cn1nc(Cc2ccccc2)c2ccccc2c1=O returned GLD-1 RNA inh -4, AGP1-GFP MLPCN 96, Fam108B inh 4, VLA-4 inh -2, BCLXL inh 7, GRK2 inh 0, MCL1 BIM primary 13, CIT2 TOR yeast 88 and MEX-5 binding 1.4.
CN(c1ccccc1)S(=O)(=O)c1cc(C(=O)NCCCn2ccnc2)ccc1Cl was read as GLD-1 RNA inh 0, AGP1-GFP MLPCN 98, VLA-4 inh 11, BCLXL inh -16, GRK2 inh 0, MCL1 BIM primary -17 and CIT2 TOR yeast 93.
For O=C(Cn1nc(-c2ccccc2)c2ccccc2c1=O)NN1CCOCC1 the results were GLD-1 RNA inh 3, AGP1-GFP MLPCN 101, Fam108B inh 0, VLA-4 inh 3, BCLXL inh 7, GRK2 inh 0, MCL1 BIM primary 8, CIT2 TOR yeast 92 and MEX-5 binding -0.2.
Screening Cc1ccc(CNC(=O)CCNC(=O)Cn2ccc3ccccc3c2=O)o1 returned GLD-1 RNA inh 9, AGP1-GFP MLPCN 114, Fam108B inh 0, VLA-4 inh 7, BCLXL inh 4, GRK2 inh 1, MCL1 BIM primary 2, CIT2 TOR yeast 119 and MEX-5 binding -2.8.
Screening CC1CCN(S(=O)(=O)c2ccc(S(=O)(=O)N3CCC4(CC3)OCCO4)cc2)CC1 returned GLD-1 RNA inh -2, AGP1-GFP MLPCN 100, Fam108B inh 2, VLA-4 inh -4, BCLXL inh 2, GRK2 inh 0, MCL1 BIM primary 7, CIT2 TOR yeast 103 and MEX-5 binding -0.3.
CC(CN1C(C)CCCC1C)OC(=O)c1cccc(Br)c1 (stereo unspecified) was read as GLD-1 RNA inh 3, AGP1-GFP MLPCN 87, Fam108B inh -4, VLA-4 inh 3, BCLXL inh 9, GRK2 inh 4, MCL1 BIM primary 14, CIT2 TOR yeast 95 and MEX-5 binding 0.0.
For CCOC(=O)C1CCCN(C(=O)c2sc3nc(C)nc(N(CC)CC)c3c2C)C1 (stereo unspecified) the results were GLD-1 RNA inh -1, AGP1-GFP MLPCN 93, Fam108B inh 3, VLA-4 inh 5, BCLXL inh 1, GRK2 inh 0, MCL1 BIM primary -2, CIT2 TOR yeast 102 and MEX-5 binding -3.5.
`C=CCn1c(O)c(N=NC(=O)OCC)c2ccccc21` gave GLD-1 RNA inh -4, Fam108B inh 3, VLA-4 inh 9, BCLXL inh 1, GRK2 inh 2, MCL1 BIM primary 6 and MEX-5 binding -0.6.
`COc1ccccc1NC(=O)Cc1noc(CSc2nnc(N)s2)n1` gave GLD-1 RNA inh -9, AGP1-GFP MLPCN 97, Fam108B inh 5, VLA-4 inh 3, BCLXL inh -3, GRK2 inh 1, MCL1 BIM primary 0, CIT2 TOR yeast 90 and MEX-5 binding 7.1.
`Cn1c(=O)c(=O)n(C)c2cc(S(=O)(=O)NCc3ccc(Cl)cc3)ccc21` gave GLD-1 RNA inh -5, AGP1-GFP MLPCN 101, Fam108B inh -1, VLA-4 inh 47, BCLXL inh 0, GRK2 inh 4, MCL1 BIM primary -6, CIT2 TOR yeast 97 and MEX-5 binding 0.5.
For O=C(COC(=O)c1cc(S(=O)(=O)N2CCOCC2)ccc1Cl)NCc1ccc2c(c1)OCO2 the results were GLD-1 RNA inh -1, AGP1-GFP MLPCN 122, VLA-4 inh -22, BCLXL inh -1, GRK2 inh 3, MCL1 BIM primary -1 and CIT2 TOR yeast 111.

Structures from the list above that contain a thiophene ring, fused or not (3):
Screening CC(C)(C)C1CCC(C(=O)NCC(c2cccs2)N2CCOCC2)CC1 (stereo unspecified) returned GLD-1 RNA inh 3, AGP1-GFP MLPCN 104, Fam108B inh 2, VLA-4 inh -2, BCLXL inh 5, GRK2 inh 0, MCL1 BIM primary 1, CIT2 TOR yeast 107 and MEX-5 binding 1.2.
COCCN(CC(=O)Nc1cccc(C)c1C)C(=O)Cc1ccsc1 was read as GLD-1 RNA inh 0, AGP1-GFP MLPCN 101, VLA-4 inh 4, GRK2 inh 0 and CIT2 TOR yeast 106.
For CCOC(=O)C1CCCN(C(=O)c2sc3nc(C)nc(N(CC)CC)c3c2C)C1 (stereo unspecified) the results were GLD-1 RNA inh -1, AGP1-GFP MLPCN 93, Fam108B inh 3, VLA-4 inh 5, BCLXL inh 1, GRK2 inh 0, MCL1 BIM primary -2, CIT2 TOR yeast 102 and MEX-5 binding -3.5.

Later entries.
For O=C(Nc1ccc(Cl)cc1C(F)(F)F)C(Sc1cccc[n+]1[O-])c1ccccc1 (stereo unspecified) the results were GLD-1 RNA inh 0, AGP1-GFP MLPCN 100, Fam108B inh 3, VLA-4 inh 1, BCLXL inh -2, GRK2 inh 0, MCL1 BIM primary -9, CIT2 TOR yeast 94 and MEX-5 binding -1.3.
For COc1cccc(OCC(=O)NNC(=O)c2ccc3ccccc3c2)c1 the results were GLD-1 RNA inh -4, AGP1-GFP MLPCN 102[may fluoresce green], Fam108B inh 5, VLA-4 inh 7, BCLXL inh 3, GRK2 inh 2, MCL1 BIM primary 7, CIT2 TOR yeast 104[may fluoresce green] and MEX-5 binding -0.3.
Screening O=C(O)CSc1cc(NS(=O)(=O)c2ccc(Br)cc2)c2ccccc2c1O returned GLD-1 RNA inh 10, AGP1-GFP MLPCN 89, Fam108B inh 22*, VLA-4 inh 4, BCLXL inh 21, GRK2 inh 3, MCL1 BIM primary 42*, CIT2 TOR yeast 97 and MEX-5 binding -71*.
Screening COc1ccc(-c2noc(=O)n2Cc2ccc(F)cc2Cl)cc1 returned AGP1-GFP MLPCN 93, VLA-4 inh 3, GRK2 inh 3, CIT2 TOR yeast 98 and MEX-5 binding 1.9.
`COc1ccc(CCNC(=O)C2CCN(C(=O)c3ccc(OC)c(OC)c3)CC2)cc1` gave GLD-1 RNA inh 3, AGP1-GFP MLPCN 99, Fam108B inh 1, VLA-4 inh 5, BCLXL inh 3, GRK2 inh 6, MCL1 BIM primary 4, CIT2 TOR yeast 103 and MEX-5 binding 1.7.
Screening COc1ccc(CC(=O)N2N=C(C)CC2(O)C(F)(F)F)cc1 (stereo unspecified) returned GLD-1 RNA inh 1, AGP1-GFP MLPCN 95, Fam108B inh 5, VLA-4 inh 12, BCLXL inh 0, GRK2 inh 4, MCL1 BIM primary 3, CIT2 TOR yeast 100 and MEX-5 binding -0.3.
Screening OCC#CCSc1nnc(-c2ccc(Br)cc2)o1 returned GLD-1 RNA inh 5, AGP1-GFP MLPCN 95, Fam108B inh -2, VLA-4 inh 30, BCLXL inh 5, GRK2 inh 6, MCL1 BIM primary -3, CIT2 TOR yeast 87 and MEX-5 binding 0.8.
O=C(NCc1ccccc1)c1cc2ccccc2o1 was read as GLD-1 RNA inh 5, AGP1-GFP MLPCN 90, Fam108B inh 1, VLA-4 inh 7, BCLXL inh 1, GRK2 inh 0, MCL1 BIM primary -4, CIT2 TOR yeast 90 and MEX-5 binding 0.4.
Screening Cc1cc(/C=N/NC(=O)c2ccncc2)c(C)n1-c1ccccc1 returned GLD-1 RNA inh 3, AGP1-GFP MLPCN 98, Fam108B inh 0, VLA-4 inh 8, BCLXL inh -3, GRK2 inh 0, MCL1 BIM primary -2, CIT2 TOR yeast 97 and MEX-5 binding -4.3.
